GAA glycogen: inhibitors or activators of human alpha-glucosidase glycogen cleavage; P10253; Potency, µM (titrated, usually from 76.4 µM), for inactives: at the highest dose activity change, negative = inhibition, hits mostly inhibitors; 0.38% of 300,000 active; recombinant GAA, glycogen substrate, Amplex Red glucose oxidase fluorescence; active = well fitted inhibition curve with a large enough effect; inconclusive = small, poorly fitted or top-dose-only effect, or another doubt; inactive = no such curve, though single readings can be large or run the other way;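 note: 0% = full enzyme reaction and -100% = no-enzyme basal signal; the screen sought inhibitors and activators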
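Recombinant human alpha-glucosidase (4 nM final) hydrolysed bovine liver glycogen (30 ug) for 40 min at 37 C in pH 5.0 citrate/phosphate with 0.01% Tween-20. Released glucose detected by glucose oxidase/Amplex Red, Ex 573/Em 610 nm. Compounds up to 77 uM; AC50 from Hill fits.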
Starred values were filed as active, the others as inactive; ? = inconclusive; & = joins results of further samples; [ ] = remark or other dose. Potency is the fitted concentration of half-maximal effect. This is a subset, so the mix of outcomes need not match the whole.

SMILES | GAA glycogen
NNC(=O)c1[nH]c2ccccc2c1-c1ccccc1 | ?
O=C(O)C1(c2ccccc2)CCN(S(=O)(=O)c2cccc(Cl)c2)CC1 | -4.6%
CN1CCN(CCCCOc2cccc3ccccc23)CC1 | 5.1%
COc1ccc(CNCc2ccc(F)cc2)c(OC)c1 | -1.5%[76.3 µM]
CC(=O)N1c2ccc(S(=O)(=O)NCCC(=O)Nc3ccc(F)cc3)cc2CC1C (stereo not given) | 1.7%[76.3 µM]
CCNS(=O)(=O)c1ccc(CCC(=O)N2CCCC2)cc1 | -17.5%[76.3 µM]
COc1ccc(CNc2ncc(-c3ccc(F)cc3)n2C)cc1OC | ?
CCNC(=O)O/N=C1\CCCCC1c1ccc([N+](=O)[O-])cc1[N+](=O)[O-] (stereo not given) | 17.4%
O=C(COc1ccc(Cl)cc1)Nc1ccc2[nH]ncc2c1 | -8.7%[76.3 µM]
Cc1ccc2oc(=O)n(Cc3ccc(F)cc3)c2c1 | -1.5%
COc1ccc(CNCc2cccn2C)cc1 | -0.4%[76.3 µM]
CCOc1ccc(C(=O)N2CCCC(c3nc(-c4ccc(C)o4)no3)C2)cc1 (stereo not given) | -8.1%
Cc1noc(NS(=O)(=O)c2ccc(NC(=O)/C=C/c3ccc(Br)cc3)cc2)c1C | -4.3%[76.3 µM]
CCn1cc(C(=O)NCCc2ccc(Cl)cc2)c(=O)c2cc(S(=O)(=O)N(C)C3CCCCC3)ccc21 | 6.5%[76.3 µM]
COc1ccc(CC(=O)Nc2sc3c(c2C(N)=O)CCCC3)cc1OC | -7.8%[76.3 µM]
Cc1ccc2c(c1)c1c(c(=O)n(-c3cccc(Cl)c3)c(=O)n1CC(=O)c1ccc(Cl)cc1)n2C | -2.5%[76.3 µM]
COc1ccc(OC)c(NC(=O)c2cc3ccccc3cc2OC)c1 | -4.7%[76.3 µM]
CCOCCCNC(=O)CCN1C(=O)c2ccccc2Sc2ncccc21 | 5.7%
COCCN(C(=O)COC(=O)COc1ccc(Cl)c(C)c1)c1c(N)n(Cc2ccccc2)c(=O)[nH]c1=O | 2.8%[76.3 µM]
CC1CCN(C(=O)CSc2ccc(-c3cccnc3)nn2)CC1 | -6.4%[76.3 µM]
COc1ccc(-c2oc3ccccc3c2C(=O)OCc2ccccc2)cc1 | 16.1%[76.3 µM]
COc1cc(C2C(C(=O)c3ccco3)=C(O)C(=O)N2Cc2ccccc2)ccc1O (stereo not given) | 2.6%
Cc1[nH]c2ccccc2c1SCCNC(=O)c1ccccc1F | 2.8%[76.3 µM]
CCOc1ccc(S(=O)(=O)c2c[nH]c3ccc(C)cc3c2=O)cc1 | 3.5%
O=c1[nH]c(C2CCN(S(=O)(=O)Cc3ccccc3)CC2)nc2c1nnn2Cc1ccccc1Cl | 11.3%[76.3 µM]
CCN(CC)C(=O)c1cc(-c2ccc3c(c2)OCO3)on1 | -5.2%
O=C(O)COc1ccc2oc3c(c2c1)CCCC3 | 10.8%[76.3 µM]
Cc1ccc(Cl)cc1N1CCN(C(=O)c2ccc(CS(=O)(=O)c3ccc(Br)cc3)o2)CC1 | -10.7%[76.3 µM]
CC(=O)Nc1c(C(=O)Nc2ccc3c(c2)OCO3)oc2ccccc12 | -10.7%[76.3 µM]
CCCCOc1ccc(CN2C(=O)C(=O)c3cc(C)ccc32)cc1OC | 2.9%[76.3 µM]
Cc1ncc(CSCC(=O)Nc2cc(C(F)(F)F)ccc2Cl)c(CO)c1O | 2.5%
NC(=O)CC(NC(=O)c1ccc(Br)cc1)c1ccc(NC2CCCCCC2)c([N+](=O)[O-])c1 (stereo not given) | 20.9%[76.3 µM]
CCCN1CCc2c(sc(NC(=O)c3ccc(S(=O)(=O)N4CCCC4)cc3)c2C(N)=O)C1 | 5.3%[76.3 µM]
Cc1ccc(COc2ccc(-c3cc(C(F)(F)F)n4nc(C)cc4n3)cc2)cc1 | -15.3%[76.3 µM]
Cc1cccc(-c2noc(CN(C(=O)COc3ccc(C(C)C)cc3)C(C)C)n2)c1 | -14.3%[76.3 µM]
Cc1ccnc(NC(=O)CCC(=O)N(CC(=O)NCc2ccc(F)cc2)Cc2ccccc2)c1 | 8.5%
Cc1ccc(C(=O)Nc2nnc(S(=O)(=O)N3CCC(C)CC3)s2)cc1 | 13.1%[76.3 µM]
CC(=O)N1CCc2c(sc3c2c(=O)n(CCc2ccccc2)c(=O)n3Cc2cccc(C)c2)C1 | 10.1%[76.3 µM]
COc1ccc(NC(=O)Cn2c(=O)n(Cc3ccc(C(=O)NCc4ccccc4Cl)cc3)c(=O)c3ccccc32)cc1 | 13.1%[76.3 µM]
O=C1Nc2ccc(Br)cc2C1(O)c1ccc(F)cc1 (stereo not given) | 0.8%

Two of the compounds above, as a markdown table:
| molecule | GAA glycogen |
| --- | --- |
| COc1cc(C2C(C(=O)c3ccco3)=C(O)C(=O)N2Cc2ccccc2)ccc1O (stereo not given) | 2.6% |
| Cc1[nH]c2ccccc2c1SCCNC(=O)c1ccccc1F | 2.8%[76.3 µM] |

By substructure, those above containing two or more sulfur atoms.
SMILES | GAA glycogen
CCCN1CCc2c(sc(NC(=O)c3ccc(S(=O)(=O)N4CCCC4)cc3)c2C(N)=O)C1 | 5.3%[76.3 µM]
Cc1ccc(C(=O)Nc2nnc(S(=O)(=O)N3CCC(C)CC3)s2)cc1 | 13.1%[76.3 µM]

(continued)
SMILES | GAA glycogen
CC(=O)c1ccc(NC(=O)c2cn(-c3ccccc3)nc2-c2ccc(Br)cc2)cc1 | -8.9%[76.3 µM]
Cc1ccc(NC(=O)CCS(=O)(=O)c2cccc3nonc23)cc1Cl | 2.4%
N#Cc1ccc2[nH]cc(CCO)c2c1 | 4.1%[76.3 µM]
O=C(O)c1ccc(NC(=O)c2ccc(COc3ccc(Cl)cc3)o2)cc1 | -7.3%
N#Cc1c(-c2ccccc2)cc(-c2ccccc2)nc1SCC(=O)Nc1ccc(Cl)cc1 | -14.0%[76.3 µM]
COc1ccc(CCNS(=O)(=O)c2ccc3c(c2)NC(=O)CS3)cc1OC | -6.2%[76.3 µM]
COc1ccc(CNC(=O)Cn2nc([N+](=O)[O-])cc2C)cc1 | 4.2%
Cc1ccc(NC(=S)N2CC(C)OC(C)C2)cc1C (stereo not given) | -8.5%[76.3 µM]
COc1ccc(CCNC(=O)CCCOc2ccc(Cl)cc2)cc1OC | -6.3%[76.3 µM]
COc1ccc(OC)c(N(C(=O)c2snc(C(N)=O)c2N)C(C(=O)NCc2ccccc2)c2ccc(O)cc2)c1 (stereo not given) | -1.4%
COc1ccc(NC(=O)C2=CC(c3ccc(C)cc3)=NS(=O)(=O)N2C)cc1 | 8.5%[76.3 µM]
COc1ccc(-c2cc3nc(C)c(CCC(=O)NCc4ccccc4Cl)c(C)n3n2)c(OC)c1 | ?
COc1ccccc1C(=O)Nc1ccnn1C1CCN(Cc2cnc(N(C)C)s2)CC1 | -7.4%[76.3 µM]
COCCC(=O)N1CCCC(N2CCN(c3ccc(F)cc3)CC2)C1 (stereo not given) | 1.3%[76.3 µM]
COc1cc(-c2noc(CCC(=O)NC3CCCCC3)n2)cc(OC)c1OC | -5.3%
O=C(NCc1cccc(F)c1)C1CCC(=O)N(CCCN2CCOCC2)C1 (stereo not given) | -13.7%[76.3 µM]
Cc1c(NC(=S)NC(=O)c2cc3ccccc3o2)cccc1C(=O)O | -0.3%[76.3 µM]
NN1C(=O)/C(=C2/Sc3ccccc3N2CCCS(=O)(=O)O)SC1=S | -5.5%[76.3 µM]
COc1ccc(N2C(=O)C(C)C(Cc3ccc(C)cc3)C2=O)cc1 (stereo not given) | -6.0%[76.3 µM]
CCN(CC)c1ccc(/C=N/NC(=O)c2ccc3c(c2)OCCO3)cc1 | -12.4%[76.3 µM]

5 entries drawn at random from those above, as already listed:
SMILES | GAA glycogen
Cc1ccnc(NC(=O)CCC(=O)N(CC(=O)NCc2ccc(F)cc2)Cc2ccccc2)c1 | 8.5%
CCOc1ccc(S(=O)(=O)c2c[nH]c3ccc(C)cc3c2=O)cc1 | 3.5%
CC(=O)N1CCc2c(sc3c2c(=O)n(CCc2ccccc2)c(=O)n3Cc2cccc(C)c2)C1 | 10.1%[76.3 µM]
CCNC(=O)O/N=C1\CCCCC1c1ccc([N+](=O)[O-])cc1[N+](=O)[O-] (stereo not given) | 17.4%
CC1CCN(C(=O)CSc2ccc(-c3cccnc3)nn2)CC1 | -6.4%[76.3 µM]

Continuation:
SMILES | GAA glycogen
COc1ccc(C(=O)Nc2ccc3c(c2)nc(CCNC(=O)c2ccco2)n3C)cc1 | -4.8%[76.3 µM]
C=CCN1C(=O)/C(=C2/Sc3ccc(OC)cc3N2CC)SC1=S | -4.4%[76.3 µM]
COC(=O)c1cn(CC(=O)Nc2ccccc2C)c2ccccc12 | -2.0%[76.3 µM]
Cc1onc(-c2ccccc2)c1C(=O)N1CCCC1 | -2.1%[76.3 µM]
CC1CN(c2nc3ccccc3nc2SCC(=O)Nc2ccc(F)cc2)CC(C)O1 (stereo not given) | -11.9%[76.3 µM]
CCc1ccc(NC(=O)CC2C(=O)NCCN2C(=O)c2ccccc2OC)cc1 (stereo not given) | 9.1%&-4.4%[76.3 µM]
CC(SC1=NCCN1S(=O)(=O)c1ccc(F)cc1)c1ccccc1 (stereo not given) | -8.4%[76.3 µM]
COc1ccccc1C(=O)OC1CCCN(C)C1 (stereo not given) | 1.8%
O=[N+]([O-])c1ccc(NCCN2CCOCC2)c([N+](=O)[O-])c1 | 13.5%[76.3 µM]
CC1CCC(NC(=O)C2(C)Cc3ccccc3C(=O)N2Cc2ccc(F)cc2)CC1 (stereo not given) | 13.0%[76.3 µM]
COc1ccc(CCNC(=O)Cc2ccc(C)cc2)cc1OC | 21.6%[76.3 µM]
CN1CCN(C(=O)/C=C/c2c(F)cccc2Cl)CC1 | -6.2%[76.3 µM]
COc1ccc(CCC(=O)Nc2ccc(S(=O)(=O)Nc3nccc(C)n3)cc2)cc1 | 3.5%
Cc1cccc(N2CCN(C(=O)CCNS(=O)(=O)c3ccc4c(c3)oc(=O)n4C)CC2C)c1 (stereo not given) | 3.6%[76.3 µM]
Cc1ccc(-c2c(CC(=O)O)c(C)nc3sc4c(c23)CCCC4)cc1 | 0.0%
CCCCn1c(N)c(N(CC(C)C)C(=O)C2CC(=O)N(CCc3ccccc3)C2)c(=O)[nH]c1=O (stereo not given) | -2.7%[76.3 µM]
CNc1ccc(-c2nc(-c3ccco3)no2)cc1[N+](=O)[O-] | -10.0%[76.3 µM]
CC1CCC2C(C1)OS(=O)(=O)NC2(C)C (stereo not given) | 18.7%[76.3 µM]
O=C(CSc1nc2c(c(=O)[nH]1)CCC2)Nc1ccccc1F | ?
Cc1cc([N+](=O)[O-])ccc1N1C(=O)c2ccc(C(=O)Nc3ccccc3C(=O)O)cc2C1=O | -11.6%

Continued; it opens with the 3 that closed the last part.
SMILES | GAA glycogen
CC1CCC2C(C1)OS(=O)(=O)NC2(C)C (stereo not given) | 18.7%[76.3 µM]
O=C(CSc1nc2c(c(=O)[nH]1)CCC2)Nc1ccccc1F | ?
Cc1cc([N+](=O)[O-])ccc1N1C(=O)c2ccc(C(=O)Nc3ccccc3C(=O)O)cc2C1=O | -11.6%
C/C(=N\NC(=O)c1c([N+](=O)[O-])c(C)nn1C)c1ccc(NC(=O)c2ccc(C)o2)cc1 | 0.6%[76.3 µM]
CC1(C)NC(=O)N(CC(=O)Nc2cc(C(F)(F)F)cc(C(F)(F)F)c2)C1=O | -14.2%[76.3 µM]
Cn1c(SCC(=O)NC2CCCCCC2)nnc1-c1ccco1 | -2.1%[76.3 µM]
C/C(=C\c1ccccc1)C(=O)N1CCN(Cc2ccc3c(c2)OCO3)CC1 | -2.8%[76.3 µM]
CSc1ccccc1OCc1cc(C(=O)NCCc2ccco2)no1 | -0.9%[76.3 µM]
COC(CNS(=O)(=O)c1ccc(S(=O)(=O)NC2CC2)cc1)OC | 5.5%[76.3 µM]
COc1cc([N+](=O)[O-])ccc1NC(=O)NCC1CCN(Cc2ccc(Cl)cc2)CC1 | 2.1%
COc1ccc(NC(=O)CSc2nnc3scc(-c4ccc(Cl)cc4)n23)cc1 | 11.0%[76.3 µM]
O=C(Cn1cc(SCc2ccccc2Cl)c2ccccc21)N1CCCCCC1 | 15.4%[76.3 µM]
CCOc1ccccc1OCC(=O)OCC(=O)NNC(=O)c1ccc([N+](=O)[O-])cc1 | -0.4%[76.3 µM]
CN(C)CCNC(=O)c1c(NC(=O)c2ccccc2)sc2c1CCCC2 | -23.2%[76.3 µM]
N#Cc1ccc(C(=O)NC23CC4CC(CC(C4)C2)C3)cc1 | 5.8%
COc1cccc(-c2nc(-c3ccc(-c4ccccc4)nc3OC)no2)c1 | 1.9%[76.3 µM]
O=C(NC1CCCCC1)C1CCN(S(=O)(=O)c2cccc3nonc23)CC1 | -4.8%
COc1ccc(-n2c(=O)c3c4c(sc3n(CC(=O)N3CCCCC3C)c2=O)CCC4)c(OC)c1 (stereo not given) | -1.1%[76.3 µM]
COc1ccccc1NC(=O)C(=O)c1cn(CC(=O)N2CCCC2)c2ccccc12 | -26.2%[76.3 µM]
CC1CCCC(C)N1C(=O)c1ccc(CS(=O)(=O)c2ccccc2)cc1 (stereo not given) | -2.7%[76.3 µM]
Cc1ccc(NC(=O)Nc2ccc3c(c2)nnn3C)cc1C | 13.1%[76.3 µM]
CCOc1ccc(/C=C/C(=O)N(CC)CC(=O)Nc2ccc3c(c2)OCCO3)cc1OCC | -5.0%[76.3 µM]
Cc1cccc(C(=O)Nc2cccc(C(=O)N/N=C/c3ccccn3)c2)c1 | 5.1%
COc1ccc(/C=N/NC(=O)c2c(Br)cnn2C)c2ccccc12 | -8.5%[76.3 µM]
COc1ccc(NC(=O)Cn2c(=O)n(Cc3ccccc3Cl)c(=O)c3cc(OC)c(OC)cc32)cc1 | 13.7%[76.3 µM]
COc1cccc(C(=O)Nc2nc3ccccc3s2)c1 | -7.1%[76.3 µM]
O=C(Nc1cnccn1)c1ccc(F)cc1Cl | 12.3%[76.3 µM]
